D1 antagonist = blocks dopamine activation of the human D1 receptor | P21728 | HEK293 TREx D1 cells, calcium flux, dopamine EC80; stronger effect = lower value | activity change, negative = inhibition, % at 10 µM | 360,000 tested, 3.2% active; in the data active means activity change below about -30%; further: on the % scale 0 is the no-effect control and ±100 the full control effect
Target sequence (P21728 whole entry, looked up): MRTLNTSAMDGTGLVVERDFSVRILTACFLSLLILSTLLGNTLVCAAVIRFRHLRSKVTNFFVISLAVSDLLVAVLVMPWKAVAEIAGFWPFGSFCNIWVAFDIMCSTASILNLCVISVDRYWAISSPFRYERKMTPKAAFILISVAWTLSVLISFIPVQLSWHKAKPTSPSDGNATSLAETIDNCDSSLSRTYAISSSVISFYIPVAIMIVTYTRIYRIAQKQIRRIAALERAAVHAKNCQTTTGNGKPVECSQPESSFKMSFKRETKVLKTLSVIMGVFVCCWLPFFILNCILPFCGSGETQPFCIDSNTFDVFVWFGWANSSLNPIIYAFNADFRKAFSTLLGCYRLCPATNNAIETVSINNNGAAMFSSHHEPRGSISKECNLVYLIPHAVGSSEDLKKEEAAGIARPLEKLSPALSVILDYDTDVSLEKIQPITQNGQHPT
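Using tetracycline-induced force-coupled D1 Hek293 cells and a calcium dye, signals were followed for 180 s after compound, then for 180 s after EC80 dopamine, to detect inhibitors.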
D2 PAM = positive allosteric modulators of human D2 dopamine receptor. HEK293 T-REx D2, calcium flux, EC20 dopamine potentiation. potentiation, % at 10 µM. P14416. 340,000 tested, 0.34% active;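 active means potentiation over 3 SD above the plate norm, cut at about 30% in these data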; further: 0% is about no effect
Target sequence (P14416 whole entry, looked up): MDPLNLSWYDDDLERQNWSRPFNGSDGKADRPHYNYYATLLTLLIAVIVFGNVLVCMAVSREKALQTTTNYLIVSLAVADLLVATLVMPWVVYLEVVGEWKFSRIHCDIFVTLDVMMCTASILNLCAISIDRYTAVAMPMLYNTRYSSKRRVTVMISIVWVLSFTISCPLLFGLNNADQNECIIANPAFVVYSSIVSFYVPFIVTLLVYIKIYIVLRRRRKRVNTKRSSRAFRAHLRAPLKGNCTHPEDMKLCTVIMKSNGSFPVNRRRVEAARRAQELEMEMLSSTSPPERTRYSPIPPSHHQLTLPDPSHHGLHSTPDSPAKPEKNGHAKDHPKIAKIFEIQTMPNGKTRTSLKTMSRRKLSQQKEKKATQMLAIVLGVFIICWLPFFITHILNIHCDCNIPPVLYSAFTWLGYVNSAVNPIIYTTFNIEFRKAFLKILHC
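Cells plated with tetracycline inducer and held overnight at 30 C; calcium dye loaded 30–90 min at room temperature; baseline taken, compound added and read 180 s; EC20 dopamine then added and read 180 s.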
D1 potentiator = enhances dopamine response at the human D1 receptor; P21728; 360,000 tested, 0.036% active; HEK293 TREx D1 cells, calcium flux, dopamine EC20 potentiation; potentiation, % at 10 µM; in the data active means potentiation above about 30%; further: 0% is about no effect
D2 antagonist = antagonizes the human D2 dopamine receptor; 340,000 tested, 2% active; AID 485344; HEK293 TREx D2 cells, calcium flux, dopamine EC80; inhibition, % at 10 µM; P14416; in the data active means inhibition above about 30%; further: 0% is about no effect
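Tetracycline-induced HEK293 T-REx cells expressing D2 force-coupled to calcium signalling were dye-loaded, exposed to compound for 180 s, then challenged with an EC80 of dopamine; calcium flux was followed kinetically for a further 180 s.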
RXFP1 antagonist = antagonists of human relaxin receptor RXFP1; HEK293-RXFP1, relaxin-stimulated cAMP HTRF, 30 min; stronger effect = lower value; activity change, negative = inhibition, % at 57.5 µM; 350,000 tested, 0.59% active; AID 1259400;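 active means activity change of -60% or lower, but not beyond a set lower limit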; further: on the % scale 0 is the no-effect control and ±100 the full control effect
RXFP1 ag = agonists of human relaxin receptor RXFP1 | 370,000 tested, 0.3% active | Potency, µM (titrated, usually from 57.5 µM), for the others: at the top dose activation, hits mostly activators | Q9HBX9 | AID 2676 | HEK293T-RXFP1 cAMP TR-FRET, 30 min; response scale: percent of porcine relaxin response, buffer zero; active means well fitted activation curve with a large enough effect; further: potency means the concentration at half of the fitted maximal effect; on the % scale 0 is the no-effect control and ±100 the full control effect; nearly all actives have a fitted effect of over 60% in size; many of its hits are not listed in these tables
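Agonist response is measured as cAMP accumulation in an RXFP1-transfected HEK293T line under PDE4 inhibition. Values are scaled between buffer-only and 29 nM porcine relaxin, and EC50s come from standard Hill equation fits.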
TRHR enhancer = allosteric enhancers of human TRH receptor | P34981 | TRHR cells, fluo-8 calcium fluorescence, EC20 TRH enhancement | enhancement, % at 2 µM | 360,000 tested, 0.66% active | AID 493056; in the data active means enhancement above about 30%; further: 0% is about no effect
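Enhancer read-out: after compound pinning and an initial kinetic agonist-mode read, an EC20 of TRH (10 nM final) was injected and fluo-8 calcium signal (Ex 480/Em 530) followed at 1 s/cycle for 100 cycles in TRHR-expressing cells.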
D1 agonist = human D1 receptor agonism. P21728. HEK293 T-REx D1 cells, calcium flux, agonist mode. activation, % at 2 µM. 360,000 tested, 1% active. AID 504660; in the data active means activation above about 30%; further: 0% is about no effect
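Inducible HEK293 T-REx D1 cells, force-coupled to calcium signalling, were plated at 4000 cells/well with tetracycline and held overnight at 30 C. After no-wash calcium dye loading, compound-evoked calcium rise over 180 s flagged agonists.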
D2 ag = agonists of human D2 dopamine receptor | 340,000 tested, 0.53% active | P14416 | activation, % at 2 µM | HEK293 T-REx D2 cells, calcium flux agonist mode;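 active means activation over 3 SD above normal in the single-dose calcium agonist read, cut at about 30% in these data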; further: 0% is about no effect
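Tetracycline-induced HEK293 Trex cells with D2 receptor force-coupled to calcium signaling, plated overnight at 30 C and loaded with no-wash calcium dye. Calcium flux read kinetically for 180 s after compound addition; responses flag agonists.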
Starred values were filed as active, the others as inactive; . = not tested or not shown.

Every second line gives: D2 antagonist	D1 agonist	D1 potentiator	D2 ag	RXFP1 antagonist	TRHR enhancer	D2 PAM	RXFP1 ag	D1 antagonist
CC(NC(=S)Nc1ccccc1)C1COc2ccccc2O1 (configuration not stated)
    -5	11	-5	2.2	-2	-3	1	2.0%	-14
COc1ccc(S(=O)(=O)N2CCN(C(=O)c3ccco3)CC2)cc1C(C)(C)C
    -3	6	-3	1.0	4	4	1	-0.2%	-4
COc1ccccc1N1CCN(C(=O)c2ccc(-c3ccc(Cl)cc3)o2)CC1
    .	6	1	.	8	0	2	2.8%	0
Cc1ccc(C)c(CN2CCC(CNC(=O)Nc3ccc(C)c(F)c3)CC2)c1
    -38	26	-11	2.2	8	16	-13	4.1%	-14
CC(C)Oc1ccc(Cc2c(O)nc(NCCCN(C)C)[nH]c2=O)cc1
    -5	1	-2	-0.1	-22	0	-6	1.3%	15
Nc1cc(=O)[nH]c(SCC(=O)Nc2cccc([N+](=O)[O-])c2)n1
    11	1	6	1.1	-1	0	-9	0.0%	-17
CCOC(=O)C1CC(=O)c2cc(OC)c(OC)cc2C1 (configuration not stated)
    -39	2	-3	0.7	11	18	-3	-0.6%	-5
CC1(C)CC(=O)C=C(c2ccc(OC(F)(F)F)cc2)C1
    7	-1	-1	-1.3	.	4	-19	0.0%	.
O=C(Nc1ccccc1)N(c1ccccc1)C1C=CS(=O)(=O)C1 (configuration not stated)
    -4	0	-2	0.8	-11	7	-3	-0.1%	-6
COc1cc(/C(C)=N/N2CCOCC2)cc(OC)c1OC
    -4	5	-3	-0.2	2	-1	7	-1.6%	4
N#C/C(=C\c1cccc([N+](=O)[O-])c1)c1nnc2n1CCCCC2
    10	0	7	2.0	-12	4	12	-2.0%	-1
O=C1CCN(Cc2ccccc2)C(=O)N1c1ccccc1
    8	1	5	0.1	6	1	-6	-1.0%	10
CC(C)(C)NC(=O)C(c1ccc(F)cc1)N(C(=O)CCC(=O)Nc1ccccn1)C1CCCC1 (configuration not stated)
    0	7	-4	1.5	-6	5	-3	6.6%	-11
COc1ccc(OCCCn2cccc2/C=C2/C(=N)N3OC(C)=CC3=NC2=O)cc1
    1	1	-5	-1.0	-12	-2	-22	-2.0%	4
Cc1ccc(CN2CC(C(=O)Nc3cc(S(C)(=O)=O)ccc3Cl)CC2=O)cc1 (configuration not stated)
    -5	5	-5	-1.8	-1	-2	25	-1.6%	-7
Cc1ccc(S(=O)(=O)CCC(=O)Nc2sccc2C#N)cc1
    -12	3	-3	-0.7	-9	2	-7	-1.2%	-11
CN(C)C(=O)CSc1nc2ccccc2n1CC(=O)N1CCN(c2ccccc2)CC1
    -2	1	-10	-0.3	-12	7	-1	-1.5%	2
Cc1ccnc(NC(=O)c2ccc3c(c2)C(=O)N(CC2CCCO2)C3=O)c1 (configuration not stated)
    30	1	3	-0.1	2	-3	2	0.6%	3
CN(C)S(=O)(=O)c1cccc(C(=O)Nc2ccc(S(=O)(=O)N3CCCC3)cc2)c1
    -3	3	3	1.6	-4	4	13	0.7%	-2
Cc1ccc(NC(=O)CSc2nnc3n2CCCCC3)cc1
    -4	-1	-11	1.1	0	-3	-2	0.1%	-13

4 of the entries above in order of the D2 PAM value, lowest first.
canonical_smiles,D2 antagonist,D1 agonist,D1 potentiator,RXFP1 antagonist,TRHR enhancer,D2 PAM,RXFP1 ag,D1 antagonist
O=C1CCN(Cc2ccccc2)C(=O)N1c1ccccc1,8,1,5,6,1,-6,-1.0%,10
CC(C)(C)NC(=O)C(c1ccc(F)cc1)N(C(=O)CCC(=O)Nc1ccccn1)C1CCCC1 (configuration not stated),0,7,-4,-6,5,-3,6.6%,-11
Cc1ccc(NC(=O)CSc2nnc3n2CCCCC3)cc1,-4,-1,-11,0,-3,-2,0.1%,-13
CN(C)S(=O)(=O)c1cccc(C(=O)Nc2ccc(S(=O)(=O)N3CCCC3)cc2)c1,-3,3,3,-4,4,13,0.7%,-2

Following part.
Every second line gives: D2 antagonist	D1 agonist	D1 potentiator	D2 ag	RXFP1 antagonist	TRHR enhancer	D2 PAM	RXFP1 ag	D1 antagonist
Cc1ccc(C(=O)CSC2=C(C#N)C(c3ccco3)C3=C(CCCC3=O)N2)cc1 (configuration not stated)
    6	4	-6	0.7	-3	-2	7	7.0%	-37*
CC1CCCN(S(=O)(=O)c2cccc3nonc23)C1 (configuration not stated)
    10	1	1	-0.9	-5	9	4	-0.9%	11
Cc1nc2cc(-c3ccccc3)ccc2o1
    3	2	-1	0.2	-2	10	11	-0.4%	13
O=C(CCC(=O)N(CC(=O)NC1CCCC1)Cc1ccc2c(c1)OCO2)Nc1ccccn1
    14	4	-1	1.1	-6	-7	13	-0.4%	-2
Cc1cc(=O)oc2c(CN3CCCC3)c(O)c(Cl)cc12
    14	17	-3	-1.6	-10	59*	12	29%	-12
CN1CCc2c(sc(N)c2C(=O)O)C1
    16	-2	-2	17	1	-2	-15	-3.3%	-1
O=C(Nc1ccc(N2CCOCC2)nc1)c1ccc(C(F)(F)F)cc1
    -5	5	0	-0.3	-13	-1	1	-1.7%	-15
CCC(C)(C)n1nnnc1C(c1ccccn1)N1CCN(c2cccc(OC)c2)CC1 (configuration not stated)
    -16	0	1	-0.2	2	-1	-1	-0.1%	-13
COCC1CCN(C(=O)c2cc(COc3cccc4cnccc34)on2)CC1
    -8	22	-7	1.0	5	9	2	0.4%	-12
CC(=O)N1CCCc2ccc(NS(=O)(=O)c3ccc(C)cc3)cc21
    -20	18	-2	0.1	-3	7	2	-0.3%	0
O=C1COc2ccc(C(=O)COC(=O)CNC(=O)C3CCCCC3)cc2N1
    18	4	8	2.3	8	13	5	-3.1%	-1
O=C(NC1CC1)c1ccc2c(c1)ncn2C1CCCC1
    -15	-1	-4	-0.3	-5	0	-12	0.9%	0
CCOC(=O)c1c(S(=O)(=O)NCCc2ccc(OC)c(OC)c2)c(C)n(C)c1C
    -6	4	2	-0.2	7	6	1	-1.3%	-2
COc1ccc(-c2nc3ncccn3c2Nc2ccccc2)cc1
    -2	6	5	-0.3	-23	12	7	2.1%	5
Cc1cc(C)cc(C(=O)NC(CC(N)=O)c2ccc(NC3CCCC3)c([N+](=O)[O-])c2)c1 (configuration not stated)
    16	-1	-2	1.3	.	-11	0	-0.5%	-16
COc1ccccc1OCCOCCOc1c(C)cc(C)cc1Br
    -4	3	0	-0.6	1	-3	-5	1.1%	-15
COc1ccc(N2C(=O)C3C4C=CC(c5ccccc5)(C3C2=O)C2C(=O)N(c3ccc(OC)cc3)C(=O)C42)cc1 (configuration not stated)
    2	5	-2	1.1	-3	4	2	1.8%	-7
CCc1ccccc1NC(=O)c1cc(S(=O)(=O)N(C)C)ccc1N1CCCC1
    -11	1	1	0.5	-15	6	11	1.2%	-4
CC(=O)Nc1ccc(NC(=O)CN2C(=O)COc3ccc(S(=O)(=O)N4CCOCC4)cc32)cc1
    -8	5	0	0.1	10	10	-3	-2.2%	-4
Cc1ccc(NC(=O)N(Cc2cc3cc(C)cc(C)c3[nH]c2=O)CC2COCCO2)cc1 (configuration not stated)
    5	-1	1	1.4	0	0	-6	2.0%	-3
CS(=O)(=O)N1CCCC(C(=O)NC2CCCCCCC2)C1 (configuration not stated)
    -5	-2	4	1.0	-3	3	15	0.3%	1
Cc1ccc(C)c(N(C)C(=O)COc2cc(=O)n(C)c3ccccc23)c1
    8	1	.	-0.5	.	-4	3	2.2%	-9
Cc1ccc(OCc2cc(C(=O)N3CCC(Oc4cccnc4)CC3)no2)cc1C
    -13	14	-8	0.1	-20	0	0	5.4%	-8
COc1ccccc1-n1c(C)nnc1SCC(N)=O
    0	2	-2	0.5	9	15	1	1.5%	-16
CCOc1nc(NCCO)nc(Nc2cc(Cl)ccc2OC)n1
    -6	4	2	-1.7	-3	2	-7	0.9%	11
CCOC(=O)C1C(c2ccc(OC)cc2)N(C)OC1(O)C(F)(F)F (configuration not stated)
    9	0	-2	1.1	-6	3	2	0.0%	2
COc1ccc(Cn2ccnc2SCC(=O)NCc2ccccc2)cc1
    .	0	-6	0.2	9	3	-4	0.2%	-6
CCCC(=O)NCC(c1cccs1)S(=O)(=O)c1ccc(C)cc1 (configuration not stated)
    -2	2	-2	0.3	-5	-1	-3	1.2%	-3
CCCCNC(=O)C(Sc1ccccc1)c1ccccc1 (configuration not stated)
    -12	8	-3	-0.7	.	15	9	-1.2%	1
COC(=O)c1[nH]c2ccccc2c1NC(=O)CN1CCN(Cc2ccc3c(c2)OCO3)CC1
    .	4	-9	.	3	5	3	0.0%	2
O=[N+]([O-])c1cc(C(F)(F)F)ccc1NCCCCNS(=O)(=O)c1ccc(Cl)cc1
    13	3	1	1.0	-18	3	3	3.7%	-1
COC(=O)c1ccc(CNC(=O)c2ccc(S(=O)(=O)N3CCCC(C)C3)cc2)cc1 (configuration not stated)
    -37	2	3	-0.1	-2	-6	12	1.5%	4
Cc1cc2ncn(C(=O)N3CCCC3)c2cc1C
    .	-1	-4	.	5	1	.	0.6%	-2
O=[N+]([O-])c1cc(Cl)ccc1N1CCCC1
    -13	2	-4	-1.5	2	9	16	-2.5%	-2
CCC(C)N(C(=O)COc1ccccc1C#N)C1CCS(=O)(=O)C1 (configuration not stated)
    12	1	-5	-0.1	-3	0	-4	-0.3%	-3
COc1ccc(-c2cc(C(=O)Nc3ccc(O)cc3)c3ccccc3n2)cc1OC
    -4	1	-10	0.1	4	-2	5	-1.9%	-27
Cc1ccc(CNC(=O)CCn2cc(-c3ccc(F)cc3)nc2-c2ccncc2)cc1
    -7	-1	-7	-1.2	.	-3	-13	-0.2%	4
CC(C)CC(=O)NC(=S)Nc1ccccc1N1CCCC1
    1	1	1	0.4	-24	1	5	-2.3%	-5
CCO[C@@H]1OC(C(=O)NCc2ccccc2)=C[C@H](c2ccc3c(c2)OCO3)[C@H]1CCCO
    0	-2	2	0.0	.	6	2	-0.7%	-6
O=C(COC(=O)CCc1nc2ccccc2c(=O)[nH]1)Nc1ccccc1OC(F)F
    -25	1	-7	0.7	-19	1	-1	1.5%	8
COc1cc(/C=C2\C(=N)N3N=C(S(C)(=O)=O)SC3=NC2=O)cc(OC)c1OCCOc1cccc(C)c1
    -13	3	9	-3.3	-14	5	4	3.0%	1
CCOC(=O)c1c(C)[nH]c(C)c1S(=O)(=O)N1CCC(C(=O)Nc2ccc(C)cn2)CC1
    .	5	-2	-1.8	.	-7	2	-0.2%	18
Cc1[nH]c2ccccc2c1C(=O)COC(=O)C1CCC1
    3	1	-2	-0.8	9	-5	-10	0.0%	-9
COc1cccc(OC)c1C(=O)Nc1c(C)n(C)n(-c2ccccc2)c1=O
    5	2	2	1.0	11	-4	-2	3.1%	-4

2 records drawn at random from the list so far:
Every second line gives: D2 antagonist	D1 agonist	D1 potentiator	D2 ag	RXFP1 antagonist	TRHR enhancer	D2 PAM	RXFP1 ag	D1 antagonist
CCOC(=O)c1c(C)[nH]c(C)c1S(=O)(=O)N1CCC(C(=O)Nc2ccc(C)cn2)CC1
    .	5	-2	-1.8	.	-7	2	-0.2%	18
COc1cc(/C=C2\C(=N)N3N=C(S(C)(=O)=O)SC3=NC2=O)cc(OC)c1OCCOc1cccc(C)c1
    -13	3	9	-3.3	-14	5	4	3.0%	1

Compound activity (PubChem)

Some of the compounds tested; rates above refer to the full screens.
